GRIN3A LBD mod: modulators (binders) of human NR3A ligand-binding domain. NR3A LBD differential scanning fluorimetry, Tm shift; 0% = protein alone, 100% = glycine-bound protein. Tm shift relative to glycine control, % at 25 µM. actives 2.5% (n = 340,000). AID 1259313;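 active = melting temperature shift of at least 10% of the positive control shift, at one fixed dose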
SENP8 block: blocks human SENP8 cleavage of Nedd8 substrate; Q96LD8; recombinant SENP8, Nedd8 substrate fluorescence; inhibition, % at 20 µM; actives 0.64% (n = 360,000); in the data active = inhibition mostly above about 40%, no sharp cut-off; inactive = mostly below about 27%
Target sequence (Q96LD8 whole entry, looked up): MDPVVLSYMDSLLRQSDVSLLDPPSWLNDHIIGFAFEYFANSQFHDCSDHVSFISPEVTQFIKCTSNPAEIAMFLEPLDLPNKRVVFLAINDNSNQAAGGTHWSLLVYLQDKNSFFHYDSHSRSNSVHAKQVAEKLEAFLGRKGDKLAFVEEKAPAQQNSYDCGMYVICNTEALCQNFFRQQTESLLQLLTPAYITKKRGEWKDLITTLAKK
HKDC1 inh: inhibitors of human hexokinase HKDC1. actives 0.16% (n = 340,000). inhibition, % at 20 µM. AID 493160. recombinant HKDC1, G6PDH/diaphorase resazurin coupled fluorescence. Q2TB90;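 active = inhibition above about 35% when tested at 20 µM, limit read from the data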;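 note: plate controls were DMSO wells with enzyme for no effect and DMSO wells lacking enzyme for full effect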
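Assay system: in-house recombinant HK5 (HKDC1) enzyme. Input: HKDC1 at 5 µg/mL. Medium: Tris pH 8.0 buffer with MgCl2, Tween-20, BSA, BME. Dosing: single 20 µM dose. Schedule: 90 min reaction incubation at room temperature, dark. Signal: resazurin-to-resorufin fluorescence via G6PDH and diaphorase coupling, 525/613 nm. Controls: DMSO-enzyme wells negative, buffer-substituted wells positive.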
ATG4B inh: ATG4B (human) cysteine protease inhibition; Q9Y4P1; ATG4B cleavage of LC3-PLA2, NBD-HPC fluorescence, 1 h; inhibition, % at 8.33 µM; actives 0.51% (n = 340,000); AID 504462; in the data active = inhibition above about 40%
Target sequence (Q9Y4P1 whole entry, looked up): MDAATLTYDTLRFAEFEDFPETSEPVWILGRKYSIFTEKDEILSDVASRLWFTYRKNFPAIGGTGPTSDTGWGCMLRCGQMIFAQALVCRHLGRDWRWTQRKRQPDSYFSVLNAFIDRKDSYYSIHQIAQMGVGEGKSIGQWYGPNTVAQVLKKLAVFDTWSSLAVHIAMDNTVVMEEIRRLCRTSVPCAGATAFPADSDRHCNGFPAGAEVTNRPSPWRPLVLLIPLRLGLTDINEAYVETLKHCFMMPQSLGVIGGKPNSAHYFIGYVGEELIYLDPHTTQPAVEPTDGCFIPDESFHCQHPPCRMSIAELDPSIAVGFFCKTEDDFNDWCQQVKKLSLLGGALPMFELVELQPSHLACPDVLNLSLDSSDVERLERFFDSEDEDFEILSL
SENP7 block: inhibitors of human SENP7 protease; Q9BQF6; AID 434973; recombinant SENP7, Z-RLRGG-aminoluciferin luminescence, 40 min; actives 1.5% (n = 330,000); inhibition, % at 5 µM;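 active = inhibition above about 50% at the single test dose, limit read from the data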;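 note: plate controls were DMSO with enzyme for no effect and no enzyme buffer wells for full effect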
Target sequence (Q9BQF6 706-1050 limits assumed): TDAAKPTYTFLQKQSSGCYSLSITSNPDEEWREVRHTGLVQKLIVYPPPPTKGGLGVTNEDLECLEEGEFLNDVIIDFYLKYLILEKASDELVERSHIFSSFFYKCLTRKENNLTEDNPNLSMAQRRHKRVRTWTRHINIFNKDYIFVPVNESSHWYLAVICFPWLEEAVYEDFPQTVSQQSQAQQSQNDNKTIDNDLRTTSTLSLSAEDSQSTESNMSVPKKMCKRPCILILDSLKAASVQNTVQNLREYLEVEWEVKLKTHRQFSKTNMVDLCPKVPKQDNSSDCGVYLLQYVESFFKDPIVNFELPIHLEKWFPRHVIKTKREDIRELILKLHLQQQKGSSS
MPTP inh: blocks calcium-induced mitochondrial swelling; isolated mouse mitochondria, Ca2+ swelling absorbance, 30 min; inhibition, % at 10 µM; actives 1.4% (n = 360,000); AID 602449;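 active = inhibition of 50% or more, scaled per plate between neutral and stimulator controls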;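 note: 0% = DMSO wells given calcium and 100% = 1 mM EGTA wells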
PfG6PD inh: PfG6PD (Plasmodium falciparum) enzyme inhibition | PfGluPho enzyme, NADPH resazurin-diaphorase fluorescence | inhibition, % at 20 µM | actives 0.78% (n = 350,000) | AID 504690;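 active = inhibition reaching at least a set limit at 20 µM in the primary screen, cut at about 59% in these data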;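 note: 0% = DMSO wells with substrate and 100% = DMSO wells lacking glucose-6-phosphate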
SENP6 block: blocks the human protease SENP6 | Q9GZR1 | Recombinant SENP6 catalytic domain, aminoluciferin luminescence | inhibition, % at 10 µM | actives 1.8% (n = 330,000);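 active = inhibition above about 50% at the single tested dose, limit read from the data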;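 note: plate controls were DMSO wells with enzyme for no effect and DMSO wells lacking enzyme for full effect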
* marks the source's active call; other numbers are inactive results; / = not tested or not shown; & = joins results of further samples.

SMILES	GRIN3A LBD mod	SENP8 block	HKDC1 inh	ATG4B inh	SENP7 block	MPTP inh	PfG6PD inh	SENP6 block
COc1ccc(C(CNC(=O)c2ccc(-n3cnnn3)cc2)N2CCOCC2)cc1 (stereo unspecified)	-3	4	-5	-2	1	-0.7	-6	-13
CC(=O)c1ccc(NS(=O)(=O)Cc2ccccc2)cc1	-1	-11	1	4	9	-1.7	-12	10
COCCN(C(=O)c1ccc(N2C(=O)c3ccccc3C2=O)cc1)c1c(N)n(CC(C)C)c(=O)[nH]c1=O	0	-1	4	-6	-1	-1.4	12	-1
CC1CC(NC(=O)N(C)C)N(C)C(=O)N1 (stereo unspecified)	0	3	-6	4	1	-0.8	1	-2
C/C(O)=C/c1nc2ccccc2[nH]c1=O	-2	-168	-6	5	-2	-2.3	-11	-12
COc1ccc(/C=N/Nc2cc(C)nc(N3CCOCC3)n2)c(OC)c1	2	-87	-9	-8	-5	3.9	-3	-27
COc1cc(-c2nc(CN3CCCCC3CCNC(C)=O)c(C)o2)ccc1F (stereo unspecified)	1	7	1	-7	-3	-0.5	5	-11
Cc1ccc(NC(=S)N(CCCN2CCOCC2)Cc2cccs2)c(C)c1	0	25	-13	0	-10	-2.1	19	-4
CCNC(=S)Nc1ccccc1-c1ccccc1	-2	19	3	2	8	-0.4	-1	-5
CN1/C(=C\C(=O)COC(=O)c2ccco2)C(C)(C)c2ccccc21	0	-301	-8	-8	0	0.5	23	5
CN(Cc1ccccc1)c1c([N+](=O)[O-])c(=O)n(C)c2ccccc12	1	13	-3	-9	7	3.1	23	-6
COc1cc2c(cc1OC)[C@@H](NC(=O)CCc1ccccc1)[C@H](OCc1ccccc1)C2	-2	5	-8	-4	1	-0.1	-7	/
CCN1/C(=C\C(=S)Nc2ccccc2)Sc2ccccc21	9	12	-5	-3	7	0.2	58	-27
Cc1cc(NC(=O)CSCC(=O)N(C)Cc2ccc(Cl)c(Cl)c2)no1	0	12	-9	-5	-5	-1.3	12	8
COc1ccc(S(=O)(=O)N2CCCC(C(=O)N3CCN(C)CC3)C2)cc1C (stereo unspecified)	-1	23	-7	6	2	-1.2	16	-17
O=C(NCCOC(=O)c1ccc(C(=O)OCCNC(=O)c2ccccc2)o1)c1ccccc1	-1	10	-9	-5	3	0.4	-6	-16
O=C(O)c1ccc(N/N=C/C(Br)=C/c2ccccc2)cc1	-7	-42	1	1	83*	0.9	-5	101*
COc1ccc(OCCC(=O)OCC(=O)NC(=O)NC2CCCCC2)cc1	-8	11	-10	-6	-3	1.9	2	1
CCOC(=O)c1cnn2c(C(F)(F)F)cc(-c3ccco3)nc12	-1	-462	-6	0	0	0.1	18	-1
COc1cccc2c(=O)n(CC(=O)Nc3ccccc3F)ccc12	-4	-119	0	4	4	-3.4	-5	2
NS(=O)(=O)c1ccc(Cl)c(S(N)(=O)=O)c1	1	17	-3	2	/	-0.5	0	/
Cc1cc(C)n2cc(CSc3nnc(-c4ccccc4)o3)nc2n1	0	-237	1	9	5	1.1	-7	-7
COc1cc(-c2nnc(SCc3cccnc3)n2C)cc(OC)c1O	-3	22	11	-4	-4	-0.5	19	-4
CCCn1c(SCC(=O)N2CCCc3ccccc32)nnc1-c1ccco1	2	29	-2	4	6	-0.8	-9	-8
N#Cc1c(NC(=S)NC(=O)c2ccccc2)sc2c1CCC2	11*	12	-10	8	8	58*	13	0
O=c1c2cc(N3CCOCC3)ccc2[nH]c(=S)n1CCCN1CCCCCC1	1	-307	-2	-5	-7	3.1	22	-18
COc1ccc(-n2c(CN3CCN(C)CC3)nc3ccc([N+](=O)[O-])cc3c2=O)c(OC)c1	-2	27	5	0	1	-1.1	13	0
CC(NC(=O)CCNS(=O)(=O)c1cccc2nsnc12)c1ccccc1 (stereo unspecified)	-1	15	-4	-5	1	-0.7	-7	7
Cc1ccc(S(=O)(=O)NCC(=O)OCC(=O)Nc2cccc(S(=O)(=O)NC3=NCCCCC3)c2)cc1C	4	20	-2	-19	0	2.8	7	0
Oc1cccc(C2c3[nH]c4ccccc4c3CCN2Cc2cnn(-c3ccccc3)c2)c1 (stereo unspecified)	10	-57	-4	25	-1	2.6	-5	-3
FC(F)(F)c1cc(NC2CCCCC2)ccn1	-1	12	-5	2	-10	0.9	20	-15
O=C(COc1ccc(Br)cc1)Nc1ccc(C(=O)Nc2ccccc2C(=O)O)cc1	11*	-1	6	-6	-4	1.8	-18	-5
CS(=O)(=O)N1CCCC(C(=O)N2CCc3ccccc3C2)C1 (stereo unspecified)	2	22	9	2	7	-0.5	-8	9
COc1cccc(CN2CCN(Cc3ccc4c(NC(C)=O)cccc4n3)CC2CCO)c1 (stereo unspecified)	-1	-32	-3	2	0	1.1	-10	0
Cc1ccc(-n2c(CNc3ccc(F)cc3)nnc2SCC(=O)NCc2ccco2)cc1	-4	8	-1	-17	8	0.6	12	13
COc1ccccc1CCc1nnc(CCC(=O)NCC[C@@H]2C[C@@H]3C=C[C@H]2C3)o1	0	11	-5	12	8	-1.8	6	-23
Cc1ccc(C)c(NC(=O)C(c2ccccc2)N2CCOCC2)c1 (stereo unspecified)	0	16	-11	-10	6	-0.3	-5	12
COc1ccc(-c2cc(C(=O)OCC(=O)N(C)C3CCS(=O)(=O)C3)c3ccccc3n2)cc1OC (stereo unspecified)	0	-253	7	-20	-8	-0.2	1	-4
CCOC(=O)c1c(NCc2ccccc2)n[nH]c1C	-8	0	-8	-11	3	-1.0	0	-1
CN(C)c1ccc(-c2noc(C3CCN(S(=O)(=O)c4cccc(Cl)c4)CC3)n2)cc1	2	-14	-10	1	-8	1.5	8	-10
COc1cccc(NC(=O)c2ccc(NCCCN3CC(C)CC(C)C3)c([N+](=O)[O-])c2)c1 (stereo unspecified)	1	21	-4	-21	/	7.6	2	/
Cc1nnc(SCC(=O)NC(C)(C)C)n1C1CCCCC1	-2	12	-12	3	1	2.4	0	-5
O=S(=O)(CCN1CCCC1)NCCNS(=O)(=O)c1ccc(F)cc1Br	2	-103	-6	2	/	0.4	-8	/
N#Cc1ccc(CN2CCN(C(=O)CC(NC(=O)c3ccccc3)c3ccccc3)CC2)cc1 (stereo unspecified)	1	5	-6	-18	9	0.8	-2	-12
C[C@H](CO)N1C[C@H](C)[C@@H](CN(C)Cc2ccncc2)Oc2c(NC(=O)CCC(F)(F)F)cccc2C1=O	-2	7	-2	-14	15	0.5	4	0
FC(F)(F)c1nnc2sc(-c3ccco3)nn12	3	14	-2	-11	0	-0.1	-8	-8
COc1ccc(-c2cc(C(=O)NCCCn3ccnc3)no2)cc1OC	1	-23	-3	13	-7	0.0	-7	-7
Cc1cc(-c2nnc(SCC(=O)Nc3ccccc3)n2C)no1	-2	8	-4	-8	4	2.9	0	-8
CC(NC(=O)c1ccco1)C(c1cccs1)N1CCOCC1 (stereo unspecified)	-9	7	-5	4	-6	0.8	5	-13
COc1ccc(-n2c(=O)c(CCC(=O)N(C)Cc3ccccc3C)nc3ccccc32)cc1	-1	-27	15	1	6	-1.5	10	11
O=C(O)CC1NC(=O)N(c2ccc(Cl)cc2)C1=O (stereo unspecified)	0	18	-1	-6	-7	0.9	-7	-15
Cn1c(=NC(=O)CN2C(=O)C3CC=CCC3C2=O)sc2ccccc21 (stereo unspecified)	2&1	-1&-13	6&-2	0&4	-2	1.1&-1.2	-4&17	-1
Cc1onc(-c2ccccc2Cl)c1C(=O)Nc1ccc(OCC(=O)N2CCOCC2)cc1	0	7	-7	2	0	1.1	-3	-2
Cc1cc(C)cc(-n2c(O)c(C=NC3CCS(=O)(=O)C3)c3ccccc3c2=O)c1 (stereo unspecified)	2	19	-5	-5	1	-0.2	-21	-24
CCOC(=O)c1ccccc1-c1csc(N)n1	-1	10	-5	0	1	0.1	-7	12
CCOC(=O)c1c(C)[nH]c(C(=O)OCc2ccc(F)cc2)c1C	2	-7	1	-5	-5	0.6	4	-3
Cc1ccc(-c2nnc3cccc(Cl)n23)cc1	-1	4	-6	-2	5	-0.9	1	2
O=[N+]([O-])c1ccc(O)c(/C=N/n2c(-c3ccccc3)n[nH]c2=S)c1	1	3	4	-8	-9	-0.1	13	3
COc1cc(-c2noc(CCC(=O)NC3CCCC3)n2)cc(OC)c1OC	-6	2	-2	1	6	-0.1	-4	-14
O=C(Nc1ccc([N+](=O)[O-])cc1)c1cc(Cl)sc1Cl	-4	2	-6	5	5	89*	18	-11

The list goes on:
SMILES	GRIN3A LBD mod	SENP8 block	HKDC1 inh	ATG4B inh	SENP7 block	MPTP inh	PfG6PD inh	SENP6 block
O=S(=O)(Nc1c(O)ccc2ccccc12)c1ccc(F)cc1	1	-129	29	-6	2	17	76*	24
COc1ccc(N(CC(=O)Nc2ccc(OC)c(Cl)c2)S(=O)(=O)c2c(C)noc2C)cc1	1	5	-1	1	-8	16	-9	4
COc1ccc(NS(=O)(=O)c2ccc3c(c2)OCCO3)cc1OC	0	3	-5	-4	-7	85*	6	-17
Cc1nc2ccccn2c1C(=O)NCCCN1CCOCC1	0	6	3	0	10	-2.8	-3	6
Cc1ccc(S(=O)(=O)NCc2ccccc2)cc1C(=O)N(C)Cc1ccccc1F	0	9	-3	4	11	-0.3	10	-4
Cc1ccc(CN2[C@@H](c3ccccc3)COCCS2(=O)=O)cc1	-1	25	-1	-3	1	-1.9	8	-13
Cc1ccsc1/C=N/N1CCN(Cc2ccccc2)CC1	-2	8	-2	3	4	-1.0	2	-13
COCC(C)N1CCC(n2nccc2NC(=O)c2ccccc2Cl)CC1 (stereo unspecified)	-1	6	-7	-4	-17	-2.1	0	-2
O=c1cc(CO)oc(CN2CCN(CCO)CC2)c1O	-1	10	-3	6	-4	0.1	-19	7
N#CCC(=O)NNc1c([N+](=O)[O-])cc(C(F)(F)F)cc1[N+](=O)[O-]	-5	36	0	1	15	22	-20	-15
Cc1cccc(CCNC(=O)C2CCN(S(=O)(=O)c3ccccc3)CC2)c1	0	20	4	-7	-1	-3.3	9	-14
COc1ccc(-c2cc(C(=O)N3CCN(C(=O)c4ccccc4F)CC3)[nH]n2)cc1	-2	11	-6	-5	-1	-0.2	5	2
COc1ccccc1NC(=O)C1CCN(S(=O)(=O)c2ccc3c(c2)NC(=O)CO3)CC1	-3	3	5	10	5	0.3	-3	-8
CC(C)(C)NC(=O)C(c1ccc(O)cc1)N(Cc1ccco1)C(=O)Cn1nnc(-c2cccs2)n1 (stereo unspecified)	1	14	0	-12	0	0.4	11	-14
CNc1ccc(OC(F)F)cc1C(=O)c1ccccc1	4	18	-5	5	5	0.7	9	-10

Whole records, quoted from the list. Values in the order: GRIN3A LBD mod	SENP8 block	HKDC1 inh	ATG4B inh	SENP7 block	MPTP inh	PfG6PD inh	SENP6 block
Results for `Cc1ccc(CN2[C@@H](c3ccccc3)COCCS2(=O)=O)cc1` = -1	25	-1	-3	1	-1.9	8	-13
Results for `COc1ccc(NS(=O)(=O)c2ccc3c(c2)OCCO3)cc1OC` = 0	3	-5	-4	-7	85*	6	-17

The list goes on.
SMILES	GRIN3A LBD mod	SENP8 block	HKDC1 inh	ATG4B inh	SENP7 block	MPTP inh	PfG6PD inh	SENP6 block
Cc1ccc(NC(=O)CN(C)CC(=O)Nc2ccc(F)c(Cl)c2)cc1	-5	-276	-6	-12	2	0.7	4	-6
Cc1nn(CC(=O)Nc2ccc(C(=O)N3CCCC3)cc2)c(=O)c2ccccc12	0	33	-1	-1	9	-1.1	10	-11
Cc1onc(-c2ccccc2Cl)c1C(=O)Nc1ncn[nH]1	4	14	-10	4	-13	-1.7	-8	-8
COc1ccc(Oc2nc(C)cc(C)c2S(=O)(=O)c2ccc(C)cc2)cc1	1	30	1	-8	-7	-5.0	16	-10

From PubChem BioAssay
